PKA-R2B act: activators of human PKA-R2B complex; PKA-R2B holoenzyme dissociation, Cy5-IP20 fluorescence polarization; R2B truncated from residue 108, S112A mutant; 0% DMSO only, 100% 113 µM cGMP; activation, % at 11.4 µM; 0.079% of 340,000 active;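 active means activation above a cutoff set at the mean over all compounds plus 3 SD, cut at about 18% in these data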;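 further: higher means more holoenzyme dissociation and a rise in polarization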
Target sequence (P31323 whole entry, looked up, other chains not shown, the tested form may be a part): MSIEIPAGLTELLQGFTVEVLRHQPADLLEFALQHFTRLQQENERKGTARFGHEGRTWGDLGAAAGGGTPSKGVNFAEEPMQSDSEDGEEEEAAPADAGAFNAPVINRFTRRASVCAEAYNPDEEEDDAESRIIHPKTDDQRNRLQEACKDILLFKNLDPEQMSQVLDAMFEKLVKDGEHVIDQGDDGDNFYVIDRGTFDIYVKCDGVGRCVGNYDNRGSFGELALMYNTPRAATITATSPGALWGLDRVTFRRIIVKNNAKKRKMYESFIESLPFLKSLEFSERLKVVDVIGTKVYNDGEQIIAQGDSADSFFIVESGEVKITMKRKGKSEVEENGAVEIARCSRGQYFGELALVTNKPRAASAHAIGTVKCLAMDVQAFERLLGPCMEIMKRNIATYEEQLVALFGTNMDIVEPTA
LANA DNA inh: blocks KSHV LANA C-terminal domain binding to DNA. inhibition, % at 9 µM. 0.078% of 340,000 active. MBP-C-LANA/FAM-LBS DNA binding, fluorescence polarization;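 active means highest replicate inhibition at or above 60% at 9 µM, even if other replicates fall short; inactive means all replicates below 60% inhibition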;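 further: 0% = neutral control wells and 100% = 4 µM acridine orange control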
DAGLB inhibitor: blocks human DAGLB lipase activity; HEK293T DAGLB membrane lysate, EnzChek fluorogenic substrate; inhibition, % at 5.17 µM; Q8NCG7; 0.059% of 340,000 active; in the data active means inhibition above about 34%;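 further: 0% = enzyme with vehicle and 100% = wells lacking enzyme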
Arr AP2 block: blocks beta-arrestin peptide binding to AP2 adaptin | FITC-arrestin peptide / GST-AP2 beads, flow cytometry; AP2 beta2 appendage carries R879A mutation | inhibition, % at 10 µM | 0.31% of 340,000 active | AID 504490;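 active means inhibition above a set limit, near 3 SD of compounds lacking own fluorescence, cut at about 54% in these data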;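 further: plate controls were DMSO wells for no effect and 5 µM unlabelled arrestin peptide for full effect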
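Assay system: GST-AP2 R879A bound to glutathione beads, E. coli-expressed; Medium: PBS with 0.05% Tween 20 and 0.1% BSA; Also added: fluorescein-tagged arrestin peptide at 50 nM final; Timing: 12 min plus 1 h, RT; Measured by: flow cytometry, FL1 (488/535 nm); Evaluation: percent drop in bead-associated FITC signal.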
SR-BI DiI inh: mouse SR-BI HDL lipid transfer inhibition | Q61009 | 0.96% of 320,000 active | inhibition, % at 12.5 µM | ldlA[mSR-BI] CHO cells, DiI-HDL uptake fluorescence, 3 h | AID 488896;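 active means mean replicate inhibition of at least 70% and a set share of replicates each scoring 70 or more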;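 further: 0% = median of neutral control wells and 100% = median of positive control wells; values of inactives mirror those of a sister screen read the other way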
Target sequence (Q61009 whole entry, looked up): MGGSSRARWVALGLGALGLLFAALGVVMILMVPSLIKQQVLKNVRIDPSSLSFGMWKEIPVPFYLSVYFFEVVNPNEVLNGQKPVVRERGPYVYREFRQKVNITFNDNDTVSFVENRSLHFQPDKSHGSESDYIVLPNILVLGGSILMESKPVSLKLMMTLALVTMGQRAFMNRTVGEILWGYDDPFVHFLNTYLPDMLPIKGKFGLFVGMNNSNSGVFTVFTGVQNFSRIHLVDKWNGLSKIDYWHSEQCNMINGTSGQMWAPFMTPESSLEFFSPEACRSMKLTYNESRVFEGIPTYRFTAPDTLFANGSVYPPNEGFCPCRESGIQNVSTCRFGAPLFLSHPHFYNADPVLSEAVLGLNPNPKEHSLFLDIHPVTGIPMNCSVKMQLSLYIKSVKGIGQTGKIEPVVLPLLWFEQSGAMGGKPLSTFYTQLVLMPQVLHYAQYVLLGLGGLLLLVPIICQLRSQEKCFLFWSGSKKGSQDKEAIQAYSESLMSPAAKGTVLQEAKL
Keap1-Nrf2 PPI: Keap1-Nrf2 (human) interaction inhibition. Q14145. 0.15% of 340,000 active. inhibition, % at 9.4 µM. AID 504523. Keap1 Kelch-Nrf2 peptide fluorescence polarization, 1536-well; in the data active means inhibition above about 12%;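 further: human Keap1 Kelch domain with fluorescein labeled Nrf2 9mer peptide probe; 0% = neutral control wells and 100% = peptide positive control; higher means more block of Keap1 binding to Nrf2 peptide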
SR-BI DiI-HDL act: activators of SR-BI mediated HDL lipid uptake. activation, % at 12.5 µM. 0.096% of 320,000 active. CHO ldlA[mSR-BI] cells, DiI-HDL uptake fluorescence, 3 h; 100 = double the neutral-control signal;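 active means mean replicate activation of at least 60% and every replicate at or above 60%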;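 further: 0% = median plate neutral-control signal and 100% = twice that signal; values of inactives mirror those of a sister screen read the other way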
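Assay system: LDL receptor-deficient CHO ldlA cells overexpressing murine SR-BI / Medium: BSA-supplemented, HEPES-buffered Ham's F12, pH 7.4 / Probe or stimulus: DiI-labelled HDL at 10 µg/mL final / Timing: compound with DiI-HDL co-incubation, 3 h at 37 °C / Technique: bottom-read cell fluorescence after medium removal, ex 550/em 595 nm / Measure: HDL uptake via cellular fluorescence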
PvdQ acylase: P. aeruginosa PvdQ acylase inhibition; 0.063% of 340,000 active; purified PvdQ acylase, fluorescence plate reader; inhibition, % at 10 µM; in the data active means inhibition above about 30%, passing the limit was not always enough;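 further: 0% = vehicle neutral wells and 100% = reference inhibitor wells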
RTF Ca sens inh: cardiac RTF calcium desensitization | IANBD-labeled cardiac RTF, Ca2+ fluorescence | inhibition, % at 7.15 µM | 0.12% of 340,000 active | AID 493244;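 active means inhibition above the mean inhibition of all tested compounds plus 3 SD, cut at about 17% in these data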;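 further: assay run at fixed EC70 calcium of 1.6 mM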
NSD2 inh: inhibitors of human histone methyltransferase NSD2 | NSD2 peptide methylation, AlphaScreen, 120 min | inhibition, % at 12.5 µM | 0.54% of 310,000 active | AID 743445; in the data active means inhibition above about 50%
* = called active by the depositor; . = not tested or not shown.

SMILES | PKA-R2B act | LANA DNA inh | DAGLB inhibitor | Arr AP2 block | SR-BI DiI inh | Keap1-Nrf2 PPI | SR-BI DiI-HDL act | PvdQ acylase | RTF Ca sens inh | NSD2 inh
CN(Cc1ccco1)C(=O)Cn1nc(-c2ccc(Cl)cc2)ccc1=O | -6 | -2.0 | -4 | 13 | . | -1 | . | 8 | 7 | .
CC(CC(=O)O)n1nnc2ccccc21 (configuration not stated) | -2 | 1.2 | -1 | -18 | -25 | -3 | 25 | -12 | -4 | 1
N#Cc1c2c(c(NCCCN3CCOCC3)n3c1nc1ccccc13)CCC2 | -4 | 4.4 | 0 | 25 | 3 | 3 | -3 | 2 | 2 | 0
O=C(COC(=O)c1cc([N+](=O)[O-])ccc1N1CCCC1)Nc1ccccc1OC(F)F | 3 | 0.0 | -3 | 9 | 67 | 0 | -67 | -1 | 5 | 4
Cc1ccc2nc(NC(=O)CSc3nc(=O)n(CCCN(C)C)c4c3CCC4)sc2c1 | -5 | 0.5 | 3 | -9 | -1 | 1 | 1 | -5 | -3 | -3
NCCCC[C@@H]1NC(=O)[C@H](CCC(=O)O)NC(=O)c2cc([N+](=O)[O-])cc(I)c2OCC[C@@H](C(N)=O)NC1=O | -5 | 1.1 | -2 | 13 | 3 | 2 | -3 | -1 | 2 | .
O=C(COC(=O)c1ccc2c(c1)C(=O)N(CCc1ccccc1)C2=O)Nc1ccc(OC(F)F)cc1 | -3 | -0.3 | -12 | -20 | -24 | -5 | 24 | -10 | -1 | 2
CCc1ccc(NC(=O)CSc2nnc(Cn3c(=O)sc4ccccc43)n2C)cc1 | -4 | -0.2 | -1 | 3 | 5 | 3 | -5 | -15 | -1 | .
O=C(CCCN1C(=O)CCC1=O)Nc1ccc2c(c1)OCO2 | -14 | 0.4 | 1 | 6 | -1 | 6 | 1 | -13 | -7 | 0
CCc1ccc(NC(=O)c2ccccc2SC)cc1 | -8 | 0.7 | 0 | 21 | . | 0 | . | -6 | -5 | -1
CC(C)n1c(SCC(=O)Nc2ccc(N3CCOCC3)cc2)nnc1-c1ccco1 | -1 | 2.3 | -1 | -9 | . | 0 | . | -18 | -18 | 4
COc1ccc(CCNC(=S)Nc2cccc(C)c2)cc1 | 4 | 1.0 | -4 | 6 | 8 | 4 | -8 | -4 | -2 | 0
COc1ccc2nc(NN=C(C)c3ccccn3)cc(C)c2c1 | -17 | -2.5 | 2 | 5 | 31 | -2 | -31 | 10 | -5 | 2
O=C(NNC(=O)c1nc(Cl)ccc1Cl)c1ccc(F)cc1 | 5 | 0.4 | 2 | 1 | -36 | -3 | . | -7 | -5 | 0
CC1CN(C(=O)c2cc(S(=O)(=O)N(C)c3ccc(F)cc3)ccc2Cl)CC(C)O1 (configuration not stated) | -4 | 0.3 | 3 | 39 | 5 | -4 | -5 | -9 | -3 | 1
CCOC(=O)c1cnc2c(C#N)c(C)nn2c1-c1ccccc1 | 8 | -2.1 | -1 | 3 | -12 | -1 | 12 | -3 | 0 | .
OC[C@@H](O)[C@@H](O)[C@H](O)[C@H](O)CO | 5 | 5.6 | 1 | 7 | -1 | 1 | 1 | -22 | -9 | .
Cc1ccccc1N(CC(=O)NC1CCCCC1)C(=O)CCCC(=O)Nc1ccccn1 | -11 | 1.0 | 0 | 20 | 11 | -3 | -11 | -8 | -2 | 0
O=C(CSc1n[nH]c(-c2ccncc2)n1)Nc1ccc(Cl)c(Cl)c1 | 7 | -1.4 | -2 | 14 | . | 2 | . | 1 | -9 | 63*
COc1ccc(C(C)=O)cc1CS(=O)(=O)CC(=O)O | -6 | -3.1 | 0 | 12 | -14 | -6 | 14 | 7 | -1 | -1
CC(=O)C[C@H]1c2cc(C(F)(F)F)ccc2S(=O)(=O)N1c1ccccc1 | -3 | -0.6 | -5 | 35 | -7 | -5 | 7 | 4 | -3 | .
CCCCC(=O)Nc1ccc(Br)cn1 | -6 | 0.1 | -1 | 8 | -11 | -5 | 11 | -3 | -2 | -2
CC(=O)C1=C(O)C(=O)N(Cc2ccccc2)C1c1ccc(N(C)C)cc1 (configuration not stated) | 5 | -0.1 | 1 | 53 | -15 | 4 | 15 | 7 | 0 | 4
O=C(OCC1OC(n2ncc(=O)[nH]c2=O)C(OC(=O)c2ccccc2)C1OC(=O)c1ccccc1)c1ccccc1 (configuration not stated) | 5 | -0.1 | 14 | -2 | 5 | 1 | -5 | -11 | 1 | .
Cc1ccc(-c2cc(C(=O)N/N=C/C=C/c3ccco3)c3ccccc3n2)cc1C | -9 | 1.0 | 10 | 6 | 45 | 2 | -45 | 10 | -5 | -50
CC(=O)NCCn1c(SCc2cc(F)ccc2F)nc2ccccc2c1=O | -8 | 1.2 | 0 | -5 | 14 | -4 | -14 | -10 | -9 | 1
COC(=O)C1=C(C)NC(C)=C(C(=O)OCC2CCCO2)C1c1ccc(Cl)c([N+](=O)[O-])c1 (configuration not stated) | 1 | 0.2 | 0 | 5 | -8 | 3 | 8 | -11 | -14 | 3
COc1cc(C(O)P(=O)(OC2CCCCC2)c2ccc(N(C)C)cc2)cc(OC)c1OC (configuration not stated) | -2 | 0.6 | -1 | 9 | -28 | 1 | 28 | 0 | 1 | -4
CC(C)C(=O)Nc1ccc2oc(=O)ccc2c1 | 2 | 1.9 | -1 | 23 | -13 | 7 | 13 | -1 | -4 | -7
CCOC(=O)N1CCC(N2Cc3cccc(C(=O)N4CCN(c5cccc(C)c5C)CC4)c3C2=O)CC1 | -1 | -1.1 | 4 | 2 | 44 | 7 | -44 | -8 | -3 | 2
CCOC(=O)c1oc2ccccc2c1CN1CCN(C)CC1 | -4 | 0.0 | -1 | 5 | 22 | -7 | -22 | -9 | -15 | 3
CCN(CC)CCC(c1ccc(N(C)C)cc1)c1c(OC)cc(OC)c2c(-c3ccccc3)cc(=O)oc12 (configuration not stated) | -1 | 0.1 | 2 | -1 | -19 | 1 | 19 | 4 | 9 | .
COc1ccccc1CNC(=O)C1CCN(S(=O)(=O)c2ccc3c(c2)CC(C)N3C(C)=O)CC1 (configuration not stated) | 4 | 2.1 | 1 | 21 | -9 | 1 | 9 | -3 | 2 | .
CCN(CC)S(=O)(=O)c1ccc(C(=O)NCc2ccc3[nH]c4c(c3c2)CCCC4)cc1 | 5 | -0.4 | -3 | -8 | 67 | 2 | -67 | 1 | -1 | .
O=[N+]([O-])c1c(NCCCO)cc(N2CCCCCC2)c2nonc12 | -2 | -2.1 | -1 | 6 | 37 | -3 | -37 | 0 | -7 | 2
Cc1ccc(NC(=S)N2C3CCCC2CC(NC(=O)C2CC2)C3)cc1C (configuration not stated) | -6 | -1.7 | 3 | 2 | 6 | -4 | -6 | -22 | -15 | -2
COc1cc2[nH]c(=S)nc(NCc3ccc(Cl)cc3)c2cc1OC | -1 | 0.8 | 3 | 5 | 16 | -7 | -16 | -8 | 4 | -3
COc1cc(-c2noc(C)c2-c2ccc3[nH]ccc3c2)cc(OC)c1OC | -6 | 1.3 | -4 | 4 | 54 | -7 | -54 | 13 | -11 | .
O=S(=O)(c1ccc(Cl)cc1)n1cccn1 | -2 | 0.8 | -3 | 16 | -15 | 1 | 15 | -16 | -8 | -4
O=S(=O)(c1ccc(Br)cc1)N1CCCC1c1nc2ccccc2s1 (configuration not stated) | -17 | -0.5 | -6 | 2 | -2 | -4 | 2 | -26 | -6 | 12
Cc1ccc(Cl)cc1NC(=O)[C@@H]1CCC(=O)N1C1OC(=O)c2ccccc21 (some centres not stated) | 7 | -0.2 | 0 | 6 | -7 | -4 | 7 | -6 | -5 | .
Cc1[nH]c2ccccc2c1/C=N/Nc1nc(Nc2ccc(F)cc2)nc(N2CCOCC2)n1 | -15 | 0.3 | 1 | 8 | 30 | -4 | -30 | -14 | -11 | -3
Clc1nnc(Cl)c2c1ncn2Cc1ccccc1 | 5 | 0.7 | 1 | -6 | 21 | 3 | -21 | -5 | -5 | 1
Cc1nc(NC(C)C)c2oc3ccccc3c2n1 | -2 | -0.4 | -3 | 8 | -7 | 3 | 7 | -5 | -8 | 0
CCN(C1CCCCC1)S(=O)(=O)c1cc(C)ccc1OC | -2 | -0.5 | -9 | -2 | -20 | -6 | 20 | -18 | -5 | -9

Record cards (already shown). Values in the order: PKA-R2B act | LANA DNA inh | DAGLB inhibitor | Arr AP2 block | SR-BI DiI inh | Keap1-Nrf2 PPI | SR-BI DiI-HDL act | PvdQ acylase | RTF Ca sens inh | NSD2 inh
O=S(=O)(c1ccc(Cl)cc1)n1cccn1 reads -2 | 0.8 | -3 | 16 | -15 | 1 | 15 | -16 | -8 | -4
Clc1nnc(Cl)c2c1ncn2Cc1ccccc1 reads 5 | 0.7 | 1 | -6 | 21 | 3 | -21 | -5 | -5 | 1

Remaining list, next part:
SMILES | PKA-R2B act | LANA DNA inh | DAGLB inhibitor | Arr AP2 block | SR-BI DiI inh | Keap1-Nrf2 PPI | SR-BI DiI-HDL act | PvdQ acylase | RTF Ca sens inh | NSD2 inh
O=C(N/C(=C/c1ccccc1Cl)C(=O)N1CCOCC1)c1ccccc1 | -1 | 1.9 | 1 | 1 | -25 | -4 | 25 | -14 | -2 | -1
Cc1ccc(NC(=S)Nc2cc(C(=O)O)ccc2N2CC3CC(C2)c2cccc(=O)n2C3)cc1C (configuration not stated) | 4 | -2.1 | -5 | -7 | 14 | 1 | -14 | 0 | -11 | 6
COc1ccccc1CNC(=O)CC(NS(=O)(=O)c1ccc(C)cc1)c1ccco1 (configuration not stated) | -3 | 1.7 | 1 | -1 | 1 | -4 | -1 | -13 | -3 | 2
CC(C)NC(=O)CSc1nc(N)c(NC(=O)c2ccco2)c(=O)[nH]1 | 6 | -0.5 | 0 | -4 | 8 | 4 | -8 | 9 | -6 | 2
COc1ccc(CN(Cc2ccccn2)S(=O)(=O)c2ccc(-n3cnnn3)cc2)cc1 | 3 | 0.0 | -6 | 12 | -6 | 0 | 6 | -4 | -7 | .
CCOC(=O)N1CCN(S(=O)(=O)N2CCCC(C(=O)NCCc3ccc(OCC)c(OCC)c3)C2)CC1 (configuration not stated) | -5 | -1.0 | 1 | 8 | 48 | 0 | -48 | -10 | -14 | -6
O=C(Nc1ccc2c(c1)OCCO2)C1CCCC1 | -8 | -0.2 | 0 | 0 | -2 | -2 | 2 | -5 | -7 | -5
CCCNC(=O)NC(=O)CSc1nnc(-c2ccncc2)n1CC | 5 | 1.0 | -2 | 13 | -8 | -5 | 8 | -20 | -5 | 3
COc1ccccc1-c1noc(-c2ccccc2C(=O)Nc2cccnc2)n1 | -9 | -0.4 | 1 | -6 | -2 | -4 | 2 | -28 | -2 | -1
OCCN1CCN(c2ncnc3c2c(-c2ccccc2)cn3-c2ccc(Br)cc2)CC1 | -10 | -14 | -1 | 0 | 43 | 1 | -43 | -16 | 5 | 5
COc1ccccc1CCNS(=O)(=O)c1c(C)n(C)c(=O)n(C)c1=O | -2 | 1.9 | 0 | 1 | -7 | -6 | 7 | 13 | -5 | .
C/C(=N\NC(=O)c1cccnc1)c1ccccc1 | 6 | -0.6 | -3 | -13 | 2 | -1 | -2 | -17 | -9 | 0

High-throughput results: PubChem, several laboratories
